Bioassay records: PubChem BioAssay, several laboratories
C-LANA FP = inhibitors of KSHV C-LANA binding to DNA, primary screen, biochemical, fluorescence polarization, FAM-LBS DNA, MBP-C-LANA, single point. Kaposi's sarcoma herpesvirus LANA C-terminal domain (residues 932-1162) DNA binding. inhibition, % at 9 µM. 340,000 tested, 0.078% active;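 active = highest replicate inhibition at or above 60% at 9 µM, even if other replicates fall short; inactive = all replicates below 60% inhibition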;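 also: 0% = neutral control wells and 100% = 4 µM acridine orange control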
SR-BI HDL uptake = inhibitors of SR-BI mediated HDL lipid uptake, primary screen, ldlA[mSR-BI] cells, fluorescence, single point | Scavenger receptor class B member 1 (Mus musculus), Q61009 | ldlA[mSR-BI] CHO cells, DiI-HDL uptake fluorescence, 3 h | inhibition, % at 12.5 µM | 320,000 tested, 0.96% active;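 active = mean replicate inhibition of at least 70% and a set share of replicates each scoring 70 or more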;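 also: 0% = median of neutral control wells and 100% = median of positive control wells; values of inactives mirror those of a sister screen read the other way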
PvdQ acylase = P. aeruginosa PvdQ acylase inhibitors, primary screen, biochemical, fluorescence, plate reader and imaging, single point | purified PvdQ acylase | inhibition, % at 10 µM | 340,000 tested, 0.063% active; in the data active = inhibition above about 30%, passing the limit was not always enough;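 also: 0% = vehicle neutral wells and 100% = reference inhibitor wells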
NSD2 inh = NSD2 histone methyltransferase inhibitors, primary screen, biochemical, AlphaScreen, single concentration, set 2. NSD2 peptide methylation, 120 min. inhibition, % at 12.5 µM. AID 743445, 2014. 310,000 tested, 0.54% active. Histone-lysine N-methyltransferase NSD2 (Homo sapiens), O96028; in the data active = inhibition above about 50%
Keap1-Nrf2 PPI = Keap1-Nrf2 protein-protein interaction inhibitors, primary screen, biochemical, fluorescence polarization, single point. AID 504523, 2011. inhibition, % at 9.4 µM. 340,000 tested, 0.15% active. Kelch-like ECH-associated protein 1 (Homo sapiens), Q14145. Keap1 Kelch-Nrf2 peptide fluorescence polarization, 1536-well; in the data active = inhibition above about 12%;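 also: human Keap1 Kelch domain with fluorescein labeled Nrf2 9mer peptide probe; 0% = neutral control wells and 100% = peptide positive control; higher means more block of Keap1 binding to Nrf2 peptide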
RTF Ca sens inh = cardiac RTF calcium sensitivity inhibitors, primary screen, biochemical, IANBD-TnC fluorescence, EC70 calcium; AID 493244, 2011; 340,000 tested, 0.12% active; inhibition, % at 7.15 µM; Troponin I, cardiac muscle (Homo sapiens) + Troponin T, cardiac muscle (Homo sapiens) + …; IANBD-labeled cardiac RTF, Ca2+ fluorescence;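 active = inhibition above the mean inhibition of all tested compounds plus 3 SD, cut at about 17% in these data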;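 also: assay run at fixed EC70 calcium of 1.6 mM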
PKA-R2B act = activators of PKA-R2B holoenzyme, primary screen, biochemical, fluorescence polarization, Cy5-IP20, human; cAMP-dependent protein kinase catalytic subunit beta (Homo sapiens) + cAMP-dependent …; AID 504700, 2011; activation, % at 11.4 µM; PKA-R2B holoenzyme dissociation; R2B truncated from residue 108, S112A mutant; 0% DMSO only, 100% 113 µM cGMP; 340,000 tested, 0.079% active;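 active = activation above a cutoff set at the mean over all compounds plus 3 SD, cut at about 18% in these data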;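 also: higher means more holoenzyme dissociation and a rise in polarization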
Target sequence (P31323 whole entry, looked up, other chains not shown, the tested form may be a part): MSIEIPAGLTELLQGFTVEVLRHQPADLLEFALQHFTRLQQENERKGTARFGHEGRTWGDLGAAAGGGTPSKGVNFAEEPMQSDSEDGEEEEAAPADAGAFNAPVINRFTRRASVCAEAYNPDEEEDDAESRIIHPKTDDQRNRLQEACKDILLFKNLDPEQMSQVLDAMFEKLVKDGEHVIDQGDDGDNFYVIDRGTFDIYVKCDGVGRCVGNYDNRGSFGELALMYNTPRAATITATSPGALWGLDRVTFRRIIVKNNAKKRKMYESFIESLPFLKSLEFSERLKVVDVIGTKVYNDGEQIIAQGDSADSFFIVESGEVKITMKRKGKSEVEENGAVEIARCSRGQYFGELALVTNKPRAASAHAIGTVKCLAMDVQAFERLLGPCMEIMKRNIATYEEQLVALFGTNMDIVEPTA
DAGLB inh = DAGLB lipase inhibitors, primary screen, biochemical, fluorescence, HTS. Diacylglycerol lipase-beta (Homo sapiens), Q8NCG7. HEK293T DAGLB membrane lysate, EnzChek fluorogenic substrate. inhibition, % at 5.17 µM. 340,000 tested, 0.059% active. AID 504411, 2011; in the data active = inhibition above about 34%;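 also: 0% = enzyme with vehicle and 100% = wells lacking enzyme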
Target sequence (Q8NCG7 whole entry, looked up): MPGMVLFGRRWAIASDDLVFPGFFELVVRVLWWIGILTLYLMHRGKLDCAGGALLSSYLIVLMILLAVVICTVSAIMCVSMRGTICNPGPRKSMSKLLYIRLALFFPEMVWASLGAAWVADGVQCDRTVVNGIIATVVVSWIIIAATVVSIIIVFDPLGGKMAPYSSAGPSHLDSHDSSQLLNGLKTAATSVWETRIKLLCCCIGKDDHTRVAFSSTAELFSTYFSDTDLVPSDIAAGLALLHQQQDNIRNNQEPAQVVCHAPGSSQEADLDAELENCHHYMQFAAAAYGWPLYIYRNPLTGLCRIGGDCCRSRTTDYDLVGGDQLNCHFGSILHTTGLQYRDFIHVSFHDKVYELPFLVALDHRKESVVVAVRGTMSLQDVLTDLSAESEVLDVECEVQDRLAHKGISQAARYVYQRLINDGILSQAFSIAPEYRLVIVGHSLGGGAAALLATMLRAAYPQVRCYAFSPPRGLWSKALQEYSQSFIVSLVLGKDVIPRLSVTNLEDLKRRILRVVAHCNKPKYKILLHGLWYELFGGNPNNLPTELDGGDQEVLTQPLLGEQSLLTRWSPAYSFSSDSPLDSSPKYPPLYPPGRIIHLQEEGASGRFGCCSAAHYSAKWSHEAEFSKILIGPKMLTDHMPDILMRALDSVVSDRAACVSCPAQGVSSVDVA
Arrestin-AP2 inh = inhibitors of beta-arrestin/AP2 binding, primary screen, biochemical, GPCR trafficking, flow cytometry | 340,000 tested, 0.31% active | beta-arrestin 1 C-terminal peptide binding to AP2 beta2-adaptin appendage (human) | AID 504490, 2011 | FITC-arrestin peptide / GST-AP2 beads; AP2 beta2 appendage carries R879A mutation | inhibition, % at 10 µM;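 active = inhibition above a set limit, near 3 SD of compounds lacking own fluorescence, cut at about 54% in these data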;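 also: plate controls were DMSO wells for no effect and 5 µM unlabelled arrestin peptide for full effect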
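System: GST-tagged AP2 beta2-adaptin appendage (R879A) on 4 µm glutathione beads / Reagent: FITC-arrestin peptide, 50 nM / Detection: HyperCyt-sampled flow cytometry, FL1 channel, ex 488/em 535 nm / Timing: 12 min plus 1 h, RT / Buffer or medium: PBS plus Tween 20 (0.05%) and BSA (0.1%)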
SR-BI DiI-HDL act = activators of SR-BI mediated DiI-HDL uptake, primary screen, ldlA[mSR-BI] CHO cells, DiI fluorescence | 320,000 tested, 0.096% active | activation, % at 12.5 µM | 3 h; 100 = double the neutral-control signal;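 active = mean replicate activation of at least 60% and every replicate at or above 60%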;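 also: 0% = median plate neutral-control signal and 100% = twice that signal; values of inactives mirror those of a sister screen read the other way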
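Material: SR-BI-overexpressing, LDLR-lacking CHO cells | Dosing: Single compound concentration, delivered by pin transfer | Probe or stimulus: Labelled HDL, 10 µg/mL | Signal: Bottom-read cell fluorescence after medium removal, ex 550/em 595 nm | Schedule: 3 h, 37 °C | Evaluation: HDL uptake via cellular fluorescence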
Numbers without * were called inactive; x = not tested or not shown.

C-LANA FP,SR-BI HDL uptake,PvdQ acylase,NSD2 inh,Keap1-Nrf2 PPI,RTF Ca sens inh,PKA-R2B act,DAGLB inh,structure,Arrestin-AP2 inh,SR-BI DiI-HDL act
-0.2,50,-10,-3,-1,4,-6,-4,Cc1ccc(CCNC(=O)C2CCN(C(=O)c3sccc3-n3cccc3)CC2)cc1,7,-50
-1.2,-13,-11,-4,-6,-2,-10,-2,CCC(CC)NC(=O)c1ccc2c(c1)OCCO2,-1,13
1.0,57,-6,-1,-2,-9,16,0,COc1cccc(C(=O)Nc2ccc(N3CCN(C(=O)c4cccs4)CC3)cc2)c1,-20,-57
0.1,-32,2,-1,-3,2,-5,0,NC(CC(=O)O)c1cccc(OCc2ccccc2)c1 (centres undefined),-2,32
-3.0,-6,-13,x,-5,-6,9,-3,C=C(C1=CCN(S(=O)C(C)(C)C)[C@@H]1CCO)c1ccccc1 (some centres undefined),16,6
-1.6,57,-19,x,-9,-2,-12,0,CCOC(=O)N1CCC(NC(=O)c2cc(C(=O)Nc3cccc(OC)c3)ccc2CO)CC1,5,-57
-0.3,-33,-13,2,-6,-1,11,-2,O=C(Nc1ccc2c(c1)OCO2)C1CC(c2ccccc2Cl)=NO1 (centres undefined),-7,33
-0.6,-26,2,4,-1,-11,-6,0,CSc1c(-c2ccccc2)nc2ccc(Cl)cc2c1C(=O)O,-2,26
-0.1,-26,-12,x,-2,-2,-20,1,CC(C)C(CO)N1CCN(Cc2ccccc2)CCC1=O (centres undefined),-6,26
-0.7,-6,-10,x,-3,-5,0,-2,NC(=O)c1ccc(NC(=O)C2CCCO2)cc1 (centres undefined),-7,6
0.3,-36,-9,-2,-1,-6,7,-1,CCCC(=O)NC(NC(=S)Nc1ccc(S(N)(=O)=O)cc1)C(Cl)(Cl)Cl (centres undefined),-3,36
3.2,-16,-15,1,3,-1,-2,0,CC(C)c1ccc(/C=N/NC(=O)C2CCCC2)cc1,-5,16
-0.2,-13,-10,0,0,0,-9,-3,c1ccc2sc(Nc3nc4cc5c(cc4s3)OCO5)nc2c1,-4,13
-0.3,-11,-13,7,-2,-3,6,-3,Cc1nc2ccccc2nc1OCC(=O)Nc1cc(C(F)(F)F)ccc1N1CCOCC1,-6,11
0.0,-3,-13,x,-1,-2,-1,1,CCOC(=O)C1CCN(S(=O)(=O)c2ccc3c(c2)CC(=O)N3)CC1,-9,3
-0.7,4,-14,0,-1,-6,9,-1,Clc1ccc(C2=NN=C3COc4ccccc4N3C2)cc1,-6,-4
0.6,-16,-15,0,0,-9,2,1,Cc1cc(C(=O)Nc2ccc(N3CCCCC3)cc2)no1,-15,16
-1.5,29,10,1,-1,1,-7,-4,CCN(CC)S(=O)(=O)c1ccc(NC(=O)c2cccs2)cc1,35,-29
-0.3,2,-8,-1,-7,-9,8,1,COc1ccccc1C(=O)NCC(=O)OCC(=O)N1CC(C)OC(C)C1 (centres undefined),-4,-2
-1.6,40,-6,2,-8,-28,-8,-1,CCCCn1c(SCc2ncc(-c3ccccc3)o2)nc2cc(S(N)(=O)=O)ccc21,1,-40
0.3,-7,3,-3,4,4,-12,-5,Cc1noc2ncnc(Oc3ccc(Cl)cc3Cl)c12,41,7
-0.2,-13,-6,4,-1,-9,-9,-1,Cc1ccc(NCc2nc(SCC(=O)Nc3ccccc3)n[nH]2)cc1,7,13
1.1,-37,-9,x,-3,3,-2,-2,O=C(O)CC(CC(=O)O)c1ccsc1,-2,37
2.7,27,6,-3,2,-11,-4,0,O=C(COc1coc(CN2CCc3ccccc3C2)cc1=O)Nc1ccc([N+](=O)[O-])cc1,28,-27
1.1,-14,-7,x,0,-8,4,-1,O=C(Cn1cc2c(n1)CCCC2)NCc1ccccn1,4,14
-0.6,57,7,-1,0,-9,-6,0,O=C(Cc1ccc(Cl)cc1)Nc1ccc(C(=O)N2CCOCC2)cc1,46,-57
9.2,x,1,57*,2,-7,-6,7,CC1=C(C#N)c2nc(N)c(C#N)c(C)c2/C1=C\c1ccc(OCC(=O)O)c(Cl)c1,10,x
89*,-18,-1,-5,49*,-99,5,-6,CCc1ccc[n+](-c2[nH]c(=O)sc2/C=N/NC([S-])=Nc2ccccc2)c1,-22,18
1.8,x,-7,-2,-1,1,-2,-5,O=C1c2ccccc2C(=O)N1Cc1ccccc1F,9,x
-0.1,2,1,0,-2,-7,-13,-2,O=C(NCC(=O)N1CCCC(C(F)(F)F)C1)c1ccc2ccccc2c1 (centres undefined),-9,-2

C-LANA FP,SR-BI HDL uptake,PvdQ acylase,NSD2 inh,Keap1-Nrf2 PPI,RTF Ca sens inh,PKA-R2B act,DAGLB inh,structure,Arrestin-AP2 inh,SR-BI DiI-HDL act
-1.1,-5,5,1,-5,5,0,-1,O=C1CC2(CCCC2)CC(=O)N1c1ccccc1,52,5
-0.7,-13,-5,0,-5,3,2,3,O=S(=O)(NNC(=S)NCC1CCCO1)c1cc(Cl)ccc1Cl (centres undefined),2,13
-0.2,28,-9,-3,0,4,-8,-1,OCCNc1nc(Nc2ccc(Cl)c(Cl)c2)nc2ccccc12,-5,-28
-0.5,x,-16,2,-1,-8,-5,-1,CN(C)CCCN(C(=O)c1ccc(S(=O)(=O)N2CCCc3ccccc32)cc1)c1nc2ccc(F)cc2s1,-5,x
-0.4,-4,-14,0,-2,7,-4,-2,COc1ccc(CC(=O)N/N=C(\C)c2ccccn2)cc1,-3,4
-0.6,-19,4,-3,3,-2,0,-2,O=C(O)c1ccc(CNS(=O)(=O)c2ccc(Oc3ccccc3Cl)cc2)cc1,41,19
0.1,-7,-4,2,2,-1,1,1,Cc1csc(NC(=O)CCC(=O)N(CC(=O)NC2CCCC2)Cc2ccco2)n1,-7,7
-1.1,-23,-9,x,-1,-5,-4,-6,O=C(NCc1ccccc1)c1ccc(NC(=O)C2CC2)cc1,-2,23
5.9,-10,6,21,-1,-9,4,-6,Cc1cc(/C=C2\SC(=O)N(C)C2=O)c(C)n1-c1cccc(C(=O)O)c1,55*,10
-0.8,-16,-15,x,-5,0,-4,-3,O=C(NC1CCCCCC1)C1CCCN1S(=O)(=O)c1cccc2cccnc12 (centres undefined),-1,16
-0.5,-9,11,1,-1,0,-6,-1,CCc1c(C)nc(N2CCN(Cc3ccc4c(c3)OCO4)CC2)[nH]c1=O,34,9
1.3,12,-7,1,-3,-15,-4,1,NS(=O)(=O)c1cccc(NC(=O)COC(=O)CSCc2ccccc2)c1,-9,-12
-0.1,-18,-9,-1,0,-8,14,-1,CC(C)NC(=O)c1ccc2c(c1)N(CC(=O)N1CCOCC1)C(=O)C(C)(C)O2,3,18
-2.3,-32,6,36,-7,-5,2,-3,CCOC(=O)C1(CCOC)CCN(Cc2ccc(COC)o2)CC1,5,32
-0.7,-8,-5,7,-3,2,-5,-1,Clc1ccccc1CN1CCN(/N=C/c2ccncc2)CC1,1,8
-0.5,-10,-17,0,0,-3,1,0,O=C(CCN1C(=O)/C(=C/c2ccccc2F)SC1=S)NCCc1ccc(O)cc1,9,10
-3.4,-23,-9,-4,-3,-6,9,-3,Cc1c(Cl)cccc1NC(=S)NC1CCCC1,4,23
0.1,-8,-11,-1,4,-18,-2,1,O=C(COc1coc(CN2CCN(c3ccccc3F)CC2)cc1=O)NC1CCCCC1,-10,8
1.0,10,12,-2,0,-7,-2,-4,O=C(Nc1ccc2c(c1)OCCO2)c1ccc(Cl)cc1Cl,0,-10
-0.1,7,2,1,-14,-6,-14,-1,O=C1OC(OC(=O)c2ccccc2Br)C(N2CCOCC2)=C1Cl (centres undefined),2,-7
-0.1,-29,-14,0,0,-4,-3,2,O=C(CCN1CCN(c2ccccn2)CC1)Nc1ccc(F)cc1,8,29
-0.9,12,-6,-1,-6,-1,-9,-10,Cc1cc(C(=O)NCCC(c2ccccc2)c2ccccc2)c(C)o1,2,-12
1.7,-22,2,-1,-2,2,-8,-1,CC(C)(C)NC(=O)CSc1nnc(NC(=O)CCn2cnc3ccccc3c2=O)s1,-4,22
2.3,11,-4,-2,-3,0,-3,1,CCOc1ccc(NC(=O)CN(C)C(=O)CC2CCCCC2)cc1OCC,-6,-11
0.8,x,2,-3,1,-1,-2,-2,COc1ccccc1OCC(=O)NC1CC(C)(C)NC(C)(C)C1,19,x
-0.9,-27,-7,-2,3,-11,0,-3,CC1=C(C#N)C(NC(=O)C2CCCCC2)(C(F)(F)F)C(=O)N1 (centres undefined),6,27
-0.7,6,5,-4,-5,-1,-9,0,O=C(Cn1nnc(-c2ccccc2)n1)Nc1ccccc1N1CCOCC1,7,-6
1.1,-13,-10,1,2,-1,0,2,Nc1c(C(=O)CSc2nncn2-c2ccccc2)c(=O)[nH]c(=O)n1C1CC1,6,13
-1.4,11,5,2,-4,1,4,1,CN(C)c1cc(C(F)(F)F)nc(-c2ccccn2)n1,7,-11
-0.6,22,11,x,-6,-4,6,-2,Cc1cc(C)c(C#N)c(SCCS(=O)(=O)c2ccc(C(C)(C)C)cc2)n1,19,-22

C-LANA FP,SR-BI HDL uptake,PvdQ acylase,NSD2 inh,Keap1-Nrf2 PPI,RTF Ca sens inh,PKA-R2B act,DAGLB inh,structure,Arrestin-AP2 inh,SR-BI DiI-HDL act
1.6,29,-19,2,-6,10,-5,-2,COc1ccccc1NC(=O)c1cc2ccccc2o/c1=N\O,5,-29
0.3,-7,-18,-1,0,-8,-2,-2,CCOC(=O)CNC(=O)CN1C(=O)CCSc2ccccc21,5,7
-0.2,-28,16,5,-2,0,3,0,Cc1cccc(Nc2n[nH]c(C)c2[N+](=O)[O-])c1,1,28
1.0,-2,-6,0,4,-9,10,2,COc1ccc(C2(c3ccc(OC)cc3)NC(=O)N(CC(=O)Nc3ccc(OC)c(OC)c3)C2=O)cc1,28,2

Rows are unselected. About 2.1% of those tested had a hit in this group.
